Source: PubChem BioAssay (several laboratories)
GLD-1 RNA inh: GLD-1-TGE RNA interaction inhibition (C. elegans); Q17339; purified GLD-1 + fluorescein TGE RNA, fluorescence polarization; inhibition, % at 5.96 µM; 320,000 compounds, 0.44% hits; AID 2280;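 active means percent inhibition above a per-plate cutoff, the plate mean of test compounds plus 3 SD, cut at about 30% in these data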;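 further: 0% = DMSO wells with GLD-1 and probe and 100% = wells lacking GLD-1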
Fam108B counter: counter-screen for RBBP9 inhibitors: inhibitors of mouse Fam108B; recombinant Fam108B, FP-Rh probe fluorescence polarization; inhibition, % at 9.51 µM; 300,000 compounds, 0.33% hits;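 active means inhibition above the screen mean inhibition plus 3 SD, computed separately per campaign, cut at about 18% in these data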;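 further: inhibitors lower polarization as less probe binds the enzyme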
VLA-4 inh: inhibition in a human VLA-4 binding assay; P13612; VLA-4 expressing cells, ligand binding flow cytometry; inhibition, % (about 7 µM as worked out from the volumes in the protocol); 330,000 compounds, 0.2% hits; in the data active means inhibition above about 50%
AGP1-GFP MLPCN: modulators of TOR pathway AGP1-GFP in S. cerevisiae; S. cerevisiae AGP1-GFP multiplex flow cytometry, 3 h; GFP as percent of DMSO wells; GFP response vs DMSO, % at 10 µM; 320,000 compounds, 0.02% hits; AID 2066;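 active means GFP response relative to DMSO above a set limit, near screen average plus 3 SD, cut at about 150% in these data; inconclusive means fewer than 70 cells counted for the yeast strain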;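 further: median GFP channel fluorescence of the gated AGP1 strain per well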
CIT2-GFP yeast: yeast TOR pathway CIT2-GFP modulation; GFP response vs DMSO, % at 10 µM; 320,000 compounds, 0.065% hits; AID 2029; S. cerevisiae CIT2-GFP strain, flow cytometry, 3 h; 100 means same as DMSO wells;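 active means GFP response relative to DMSO above a set limit, near the screen mean plus 3 SD, cut at about 150% in these data; inconclusive means Fewer than 70 cells measured for a yeast strain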;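 further: ratio of well median GFP fluorescence to mean of DMSO wells on the plate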
GRK2 aptamer HTS: human GRK2 inhibition via aptamer displacement; P25098; bead flow cytometry, FAM-aptamer displacement from GRK2; inhibition of aptamer binding, % at 10 µM; 330,000 compounds, 0.59% hits; AID 488847;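 active means inhibition of aptamer binding above 40%, roughly 3 SD of noise, on plates passing a quality check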;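 further: median bead fluorescence of bound FAM aptamer so fluorescent compounds give negative values; no value below 0 was filed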
MCL1-BIM inh: disrupts human MCL1 binding to BIM-BH3 peptide | Q07820 | GST-MCL1 / FITC-Bim-BH3 fluorescence polarization | inhibition, % at 10.9 µM | 320,000 compounds, 0.68% hits;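 active means inhibition above the mean inhibition of all tested compounds plus 3 SD, set per campaign, cut at about 40% in these data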;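 further: 0% = DMSO wells and 100% = unlabeled Bim-BH3 peptide control; higher means more loss of mP so more displacement of Bim peptide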
Target sequence (Q07820 whole entry, looked up): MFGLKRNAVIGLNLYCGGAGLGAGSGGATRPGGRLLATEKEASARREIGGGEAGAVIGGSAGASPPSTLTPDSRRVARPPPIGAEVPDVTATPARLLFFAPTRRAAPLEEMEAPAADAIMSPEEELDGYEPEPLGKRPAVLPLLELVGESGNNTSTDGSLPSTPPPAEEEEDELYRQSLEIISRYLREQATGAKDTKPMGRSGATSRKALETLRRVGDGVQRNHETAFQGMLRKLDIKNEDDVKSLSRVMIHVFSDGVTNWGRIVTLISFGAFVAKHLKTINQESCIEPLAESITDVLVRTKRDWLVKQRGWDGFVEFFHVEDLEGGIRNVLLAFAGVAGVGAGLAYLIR
MEX-5 binding: C. elegans MEX-5 TCR-2 RNA binding activity. activity score (negative = inhibition of binding), % at 10 µM. Q9XUB2. 300,000 compounds, 0.38% hits. MEX-5/FITC-TCR2 RNA binding, fluorescence polarization; stronger effect = lower value;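 active means inhibition past about -25% in most replicates, and total fluorescence under double the plate's negative control median, limit read from the data; inconclusive means replicates evenly split on the limit, or fluorescence at least double controls; inactive means too little inhibition in most replicates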;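 further: 0% = DMSO and -100% = 5 µM competing unlabeled TCR2 RNA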
Target sequence (Q9XUB2 whole entry, looked up): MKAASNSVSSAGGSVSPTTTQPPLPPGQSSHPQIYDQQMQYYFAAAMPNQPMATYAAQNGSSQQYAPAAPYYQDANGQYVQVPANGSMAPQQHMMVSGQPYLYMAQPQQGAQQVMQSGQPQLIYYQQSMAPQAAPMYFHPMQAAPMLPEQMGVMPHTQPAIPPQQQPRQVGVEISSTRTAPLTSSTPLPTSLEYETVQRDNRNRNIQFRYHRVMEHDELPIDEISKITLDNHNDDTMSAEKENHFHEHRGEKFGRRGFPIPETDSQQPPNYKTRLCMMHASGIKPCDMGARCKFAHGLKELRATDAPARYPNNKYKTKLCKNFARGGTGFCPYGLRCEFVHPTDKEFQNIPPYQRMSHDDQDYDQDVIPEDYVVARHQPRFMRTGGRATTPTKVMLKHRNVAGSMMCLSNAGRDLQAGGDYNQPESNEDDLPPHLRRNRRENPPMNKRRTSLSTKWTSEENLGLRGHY
BCLXL inh: Bcl-xL (human) inhibition; Q07817; GST-Bcl-xL / FITC-Bim BH3 peptide fluorescence polarization; inhibition, % at 10.9 µM; 320,000 compounds, 0.7% hits; AID 2129;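 active means inhibition above the mean of all tested compounds plus 3 SD, cutoff set per campaign, cut at about 30% in these data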;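 further: 0% = DMSO wells and 100% = unlabeled Bim-BH3 peptide competitor; inhibitors lower millipolarization by displacing the labeled peptide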
Target sequence (Q07817 whole entry, looked up): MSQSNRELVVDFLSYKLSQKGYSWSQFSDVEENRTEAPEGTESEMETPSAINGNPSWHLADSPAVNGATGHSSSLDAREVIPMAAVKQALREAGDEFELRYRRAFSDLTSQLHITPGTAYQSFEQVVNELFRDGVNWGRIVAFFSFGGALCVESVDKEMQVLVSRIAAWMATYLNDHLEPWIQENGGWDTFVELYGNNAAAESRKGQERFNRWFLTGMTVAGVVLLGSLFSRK
Numbers without * were called inactive; ? = inconclusive; nt = not tested or not shown.

SMILES | GLD-1 RNA inh | Fam108B counter | VLA-4 inh | AGP1-GFP MLPCN | CIT2-GFP yeast | GRK2 aptamer HTS | MCL1-BIM inh | MEX-5 binding | BCLXL inh
COc1cc(OC)cc(C(=O)Nc2nnc(SCC(=O)NCc3ccco3)s2)c1 | -1 | -1 | -11 | 100 | 98 | 0 | -2 | 2.4 | 3
COc1ccc(S(=O)(=O)Nc2ccc(Oc3ncccn3)c(Cl)c2)cc1 | 12 | -2 | 10 | 98 | 88 | 3 | 7 | -0.2 | 8
Cc1cc2cc(CCNC(=O)CCc3ccccc3)c(=O)[nH]c2cc1C | -3 | -1 | 37 | 105 | 107 | 0 | -5 | 4.0 | -4
COc1ccc(OC)c(C(=O)COC(=O)c2cccnc2Cl)c1 | 0 | 4 | 12 | 92 | 88 | 0 | 3 | 3.3 | 4
Cc1cc(C(C)(C)C)oc1C(=O)N(CC(=O)NC1CCCC1)c1cccc(C(F)(F)F)c1 | 4 | -12 | 3 | 95 | 95 | 0 | 0 | -0.3 | 6
COc1ccccc1CNN | 6 | -4 | -8 | 103 | 105 | 0 | -10 | 1.1 | -3
CCOCCCNS(=O)(=O)Cc1ccccc1 | 2 | -3 | 14 | 84 | 89 | 0 | -5 | -2.0 | -7
CCOC(CCn1c(SCC(=O)Nc2cc(C)on2)nc2ccccc2c1=O)OCC | 2 | -3 | 3 | 102 | 104 | 0 | 5 | 1.5 | 7
O=C(O)CCC(=O)Nc1ccc(C(=O)OC2CCCCC2)cc1 | 3 | -1 | 14 | 92 | 94 | 0 | 2 | 0.3 | 4
O=C1OCCC1Sc1nnc(-c2ccc(Cl)cc2)n1Cc1ccccc1 (centres undefined) | -2 | 0 | -11 | 106 | 111 | 7 | -27 | 2.0 | -17
COc1ccc(S(=O)(=O)Cc2ccc(C(=O)NCCCN(C)c3ccccc3)o2)cc1 | 7 | -3 | 4 | 95 | nt | 0 | 2 | 0.4 | 1
Cc1ccc(NC(=O)C2=CCN(S(=O)(=O)c3ccc(F)cc3)CC2)c(C)c1 | -4 | -2 | 13 | 104 | 103 | 0 | 6 | 0.2 | 7
COc1ccccc1CNC(=O)CCNS(=O)(=O)c1ccc2[nH]c(=O)oc2c1 | -2 | 0 | 19 | 101 | 102 | 0 | 17 | 1.5 | 2
CC[C@H](C)[C@H](NC(N)=O)C(=O)Nc1ccc(OC)c(Cl)c1 | -1 | 0 | 6 | 103 | 95 | 0 | 0 | -1.8 | -7
Cc1cccc(-n2cc(CNCCc3nc(C)cc(C)n3)c(-c3cccc(F)c3)n2)c1 | -3 | 5 | 4 | 96 | 92 | 2 | 11 | 2.2 | 7
Cc1nn(Cc2ccc(Cl)cc2Cl)c(C)c1NC(=O)CCl | -1 | -3 | 7 | 102 | 94 | 0 | -1 | -0.7 | 1
CC1=NN(c2ccc(C(=O)O)cc2)C(=O)CC1 | 5 | 2 | 9 | 96 | 96 | 1 | 0 | -0.1 | 7
CCOC(=O)c1c(NC(=O)CSc2nnnn2C)sc(C(=O)N(C)C)c1C | -2 | -2 | 7 | 90 | 89 | 3 | -2 | 3.6 | -1
Cc1ccc(OCc2cc(C(=O)N3CCC(Oc4cccnc4)CC3)no2)cc1C | -7 | -3 | 6 | 88 | 90 | 0 | 1 | 2.2 | 0
COc1ccc(NC(=O)C2CCC(C(C)(C)C)CC2)cc1S(=O)(=O)N1CCCCC1 (centres undefined) | 3 | -7 | -5 | nt | nt | 0 | 5 | 2.0 | -1
CCOC(=O)COc1cc2c3c(c(=O)oc2cc1C)CCCC3 | 4 | 1 | -393 | 91 | 102 | 0 | 8 | 2.0 | 4
Cc1ccc(CONC(=O)c2ccc(OC(F)F)cc2)cc1 | -7 | -9 | 9 | 84 | 84 | 2 | 6 | 0.1 | 2
Cc1noc(C)c1NC(=O)N(C)C[C@H]1Oc2ccc(NC(=O)NC(C)C)cc2C(=O)N([C@H](C)CO)C[C@@H]1C | -3 | nt | 10 | 97 | 105 | 0 | nt | nt | nt
Cc1nn(-c2ccccc2)c(C)c1C(=O)OCc1ccc(C#N)cc1 | 6 | -1 | 1 | 93 | 100 | 0 | -2 | 1.3 | 2
CCOC(=O)C1(CCCc2ccccc2)CCN(C(=O)CCc2cnn(C)c2)CC1 | 4 | -2 | 10 | 97 | 94 | 0 | -10 | -1.7 | -3

(next part)
SMILES | GLD-1 RNA inh | Fam108B counter | VLA-4 inh | AGP1-GFP MLPCN | CIT2-GFP yeast | GRK2 aptamer HTS | MCL1-BIM inh | MEX-5 binding | BCLXL inh
CC(=O)Nc1cccc(NC(=O)CCNC(=O)c2ccccc2)c1 | nt | nt | -13 | 82 | 95 | 6 | nt | 0.4 | nt
C=CCOC(=O)Nc1c(C(=O)OC)[nH]c2ccccc12 | 3 | -2 | -13 | 102 | 104 | 0 | 4 | nt | 10
Cc1cc(C)n2ncc(C(=O)NC3CCCCC3)c2n1 | -6 | 10 | -6 | 97 | 103 | 0 | 2 | 1.1 | 3
COc1cccc(C(=O)Nc2ccc3c(c2)C(=O)N(CC2CCCO2)C3=O)c1 (centres undefined) | 4 | 6 | 3 | 97 | 97 | 6 | 10 | -0.1 | 10
Cc1cc(=O)oc2c1c(C)nn2-c1ccc(Cl)cc1 | -5 | -7 | -3 | 102 | 99 | 1 | 3 | 1.7 | 3
COC(=O)C1=C(C)OC(N)=C(C#N)C1c1cccnc1 (centres undefined) | 4 | -7 | -5 | 98 | 100 | 4 | 23 | -5.0 | 26
COc1ccc(C(=O)Nc2ccccc2)cc1S(=O)(=O)NCc1ccco1 | 6 | 1 | -4 | 97 | 105 | 1 | 4 | 1.2 | 2
O=C(Nc1ccc(Cl)cc1)C(c1ccccc1)N1CCOCC1 (centres undefined) | 0 | -2 | -41 | 103 | 101 | 1 | 35 | 3.2 | 3
O=C(/C=C/c1ccccc1)N(Cc1cccs1)C1CCS(=O)(=O)C1 (centres undefined) | 4 | 4 | -9 | 104 | 85 | 0 | 0 | 0.7 | 1
COC(=O)C1=C(C)Nc2sc(C(N)=O)c(N)c2C1c1ccncc1 (centres undefined) | 9 | 0 | 6 | 98 | 103 | 0 | 16 | -1.1 | 5
COc1ccc(NC(=O)N(C)C[C@H]2Oc3c(NS(=O)(=O)c4ccc(OC)cc4)cccc3C(=O)N([C@H](C)CO)C[C@@H]2C)cc1 | 3 | nt | 11 | 87 | 86 | 0 | nt | nt | nt
CCc1cc([N+](=O)[O-])cc(CC)c1N | 2 | 2 | -4 | 94 | 98 | 3 | 0 | -0.4 | 5
CCC(=O)NC(Cc1ccccc1)c1nc2ccccc2[nH]1 (centres undefined) | nt | nt | -1 | 97 | 109 | 0 | nt | 1.4 | nt
CCCCN(C)CCn1c(=S)[nH]c2cc(OCC)c(OCC)cc2c1=O | -1 | 1 | 5 | 98 | 94 | 1 | -6 | 0.9 | -2
CCOc1c(C=C(C#N)C#N)c2ccccc2n1CC | -4 | 6 | -5 | 91 | 96 | 4 | 16 | -39* | 3
Cc1cccc(/C=N\NC(=O)c2sccc2-n2cccc2)c1 | 1 | -5 | 3 | 90 | 86 | 1 | 3 | -2.0 | 0
CCCCN=C(N)/C(C(=O)OCC)=C(\O)c1ccc(OC)cc1 | 4 | 1 | -1 | 98 | 83 | 3 | -7 | 0.9 | 0
Cc1cccc(C)c1NC(=O)CSc1nc(-c2ccco2)cc(C(F)(F)F)n1 | 1 | -2 | -4 | 101 | 101 | 1 | 2 | -0.4 | 0
Cc1ccc(N2CCN(S(=O)(=O)c3c(C)noc3C)CC2C)cc1 (centres undefined) | 10 | -3 | 2 | 97 | 93 | 2 | -5 | 0.5 | -5
CSc1ccc(CCNS(=O)(=O)c2csc(C(N)=O)c2)cc1 | -2 | 0 | 1 | 116 | 112 | 0 | 6 | 0.4 | 3
CC(C)(C)N(Cc1ccccc1)C(=O)COC(=O)c1ccc(Br)o1 | 3 | nt | 4 | 90 | 94 | 2 | 9 | nt | 1
Cc1c(NS(=O)(=O)c2ccccc2)cc(Cl)c(O)c1C | 6 | -3 | -52 | 104 | 104 | 1 | 7 | 3.3 | 4
CCOC(=O)c1cc(NC(=O)c2ccc(Cl)cc2)c(=O)oc1-c1ccccc1 | 5 | 3 | -1 | 99 | 88 | 1 | 8 | 2.8 | 4
CCn1cc(C(=O)N2CCc3ccccc32)c(=O)c2cc(S(=O)(=O)N3CCCCCC3)ccc21 | -2 | 5 | 1 | 80 | 77 | 4 | 2 | 2.2 | 0
C/C(=N/NC(=O)Cc1cccs1)c1ccco1 | 5 | 3 | 4 | 94 | 97 | 0 | 13 | -0.7 | 7

More structures:
SMILES | GLD-1 RNA inh | Fam108B counter | VLA-4 inh | AGP1-GFP MLPCN | CIT2-GFP yeast | GRK2 aptamer HTS | MCL1-BIM inh | MEX-5 binding | BCLXL inh
CCN(CC)c1ccc(C(=O)OCC(=O)N2CCN(c3ccccc3)CC2)cc1 | -8 | 4 | 4 | 99 | 100 | 3 | 3 | -2.5 | -2
COc1ccc(NC(=O)[C@H](NC(=O)[C@@H]2Cc3ccccc3CN2)c2ccccc2)cc1 | 0 | -2 | 8 | 92 | 109 | 1 | -3 | 0.5 | 4
COc1ccc(S(=O)(=O)Nc2ccc3oc(C)c(C(C)=O)c3c2)cc1 | -2 | 3 | 7 | 102 | 97 | 0 | 7 | 0.6 | 9
CC(=O)c1cccc(OCC(=O)N2CCN(c3ccc(C(F)(F)F)cn3)CC2)c1 | 4 | 0 | 1 | 118 | 110 | 0 | -4 | -1.6 | -6
CN(C)c1nc(NCc2ccccc2)nc(N/N=C/c2ccc(Cl)cc2Cl)n1 | 6 | -2 | -5 | 110 | 112 | 0 | 5 | -0.1 | -1
CCOc1cc(/C=N/NC(=O)CCn2nc(C)cc2C)ccc1O | 2 | 1 | 7 | 111 | 117 | 0 | 3 | 0.5 | 5
C[C@]12CCC(=O)C[C@@H]1CC[C@@H]1[C@@H]2CC[C@]2(C)C=CC[C@@H]12 | 6 | 0 | -4 | 96 | 105 | 0 | 15 | 1.1 | 6
Cc1ccc(CNC(=O)c2cn(C)c(=O)c3c2c2ccccc2n3C)o1 | 18 | 6 | -4 | ? | ? | 2 | 8 | -1.9 | 7
COC(=O)c1c(C)oc2ccc(N(C(=O)c3ccncc3)S(=O)(=O)c3ccc4ccccc4c3)cc12 | -4 | -24 | -21 | 99 | 101 | 0 | 8 | 3.3 | 6
CC(C)N(Cc1ccccc1)C(=O)COC(=O)CCC(=O)c1ccc(F)cc1 | 2 | nt | -3 | 102 | 99 | 0 | -9 | nt | -5
CCCCCCCC(=O)N/N=C/c1ccco1 | 11 | -5 | 24 | 99 | 105 | 1 | 4 | -1.2 | -2
CN(C)CCN(C(=O)CN1C(=O)c2ccccc2C1=O)c1nc2cc3c(cc2s1)OCCO3 | -3 | 3 | 1 | 106 | 88 | 0 | 4 | 3.8 | 4
O=C(CN1C(=O)S/C(=C\c2ccc(Cl)cc2)C1=O)NNC(=O)c1ccccc1O | 30 | -1 | 15 | 95 | 82 | 0 | 33 | 0.6 | 25
CN1CCN(Cc2c(O)ccc3c(=O)c(Oc4ccccc4Cl)c(C(F)(F)F)oc23)CC1 | 2 | -1 | -11 | 103 | 106 | 0 | 10 | -3.5 | 6
Cc1ccc(N2CC(c3nc4ccccc4n3C)CC2=O)cc1C (centres undefined) | 10 | 0 | 0 | 97 | 97 | 6 | -18 | 0.3 | -12
